# Neddylation inh: cullin neddylation inhibition; calls only at 25 µM; TR-FRET cullin neddylation, biochemical; 360,000 compounds, 0.58% hits; in the data active = inhibition above about 36%
# Scp-1 inhibitor: blocks human Scp-1 phosphatase activity. 340,000 compounds, 0.88% hits. AID 493091. inhibition, % at 20 µM. Recombinant Scp1, phosphopeptide, malachite green phosphate absorbance. Q9GZU7;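 active = inhibition above about 50% at 20 µM, limit read from the data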;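 also: plate controls were DMSO wells with enzyme for no effect and wells lacking enzyme for full effect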
# Target sequence (Q9GZU7 76-261 limits assumed): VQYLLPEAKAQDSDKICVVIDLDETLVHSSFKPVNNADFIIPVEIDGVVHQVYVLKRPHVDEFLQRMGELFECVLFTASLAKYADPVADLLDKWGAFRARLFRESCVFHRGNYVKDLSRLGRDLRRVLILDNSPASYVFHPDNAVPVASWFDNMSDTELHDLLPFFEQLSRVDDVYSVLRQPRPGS
#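 Material – SCP-1 phosphatase catalytic domain, residues 76-261 · Buffer or medium – Acidic Tris acetate buffer with magnesium and detergent · Also added – Phospho 17-mer peptide substrate · Compound – single 20 µM dose, 1% DMSO · Times – 45 min room-temperature reaction, 5 min colour, 30 min stabiliser · Technique – Phosphate-binding colour reagent, absorbance read at 630 nm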
# NadD block: blocks S. aureus nicotinate mononucleotide adenylyltransferase; inhibition, % at 20 µM; purified NadD enzyme, colorimetric absorbance read-out; 360,000 compounds, 0.78% hits; in the data active = inhibition above about 26%; also: some compounds past the cut are filed as inactive
# CSN deneddyl inh: CSN deneddylation inhibition; Q92905; Purified CSN, SCF-Nedd8-OG deneddylation, fluorescence polarization; inhibition, % at 12.5 µM; 360,000 compounds, 0.38% hits; AID 651999;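 active = pattern-corrected inhibition above about 35%, with an unprinted fluorescence ratio check between 0.5 and 1.5, limit read from the data, passing the limit was not always enough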;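 also: 0% = enzyme with substrate and 100% = substrate without enzyme; some results filed as inactive read as strong as hits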
#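 Assay system: purified human Csn5 enzyme expressed in HEK293T cells; measure: % inhibition; also added: SCFSkp2-Nedd8OG substrate at 10 nM final; technique: fluorescence polarization; times: reaction 90 min, room temperature; medium: Tris buffer pH 7.5, NaCl, DTT, Tween-20, trehalose, ovalbumin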
# SUMO1-SIM PPI: alters human SUMO1 binding to SIM partners; AID 602429; SUMO1 binding to a labelled peptide, TR-FRET, 1 h; P63165; inhibition, % at 20 µM; 360,000 compounds, 0.33% hits; in the data active = inhibition above about 37%
# Target sequence (P63165 whole entry, looked up): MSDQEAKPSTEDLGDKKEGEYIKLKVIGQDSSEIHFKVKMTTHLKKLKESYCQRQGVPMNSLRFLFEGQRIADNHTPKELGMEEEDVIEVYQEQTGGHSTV
# Rin1-Abl PPI inh: inhibitors of human Rin1-Abl protein interaction | TR-FRET Rin1/Abl binding, biochemical | inhibition, % at 7.35 µM | 360,000 compounds, 0.4% hits; in the data active = inhibition above about 5%, passing the limit was not always enough
# DNMT1 block: inhibitors of human DNMT1 | P26358 | DNMT1 molecular beacon, Hinp1I cleavage, fluorescence | inhibition (reported as % activation of signal), % at 10 µM | 360,000 compounds, 0.83% hits | AID 588458; in the data active = inhibition above about 50%
# LMPTP block: blocks human LMPTP phosphatase; P24666; recombinant LMPTP-A, OMFP fluorogenic substrate, fluorescence intensity; inhibition, % at 20 µM; 360,000 compounds, 0.22% hits; AID 651560;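 active = compounds that cut the enzyme signal by at least half of the control window in the single-dose screen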;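 also: plate controls were DMSO wells with enzyme plus substrate for no effect and substrate without enzyme for full effect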
# Target sequence (P24666 whole entry, looked up): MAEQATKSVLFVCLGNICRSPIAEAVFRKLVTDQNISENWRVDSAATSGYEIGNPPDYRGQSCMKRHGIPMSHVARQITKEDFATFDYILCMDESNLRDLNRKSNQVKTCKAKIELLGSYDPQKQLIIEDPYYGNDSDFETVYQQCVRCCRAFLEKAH
#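 Test system – LMPTP-A phosphatase enzyme · Quantity – 0.625 nM LMPTP-A final · Reagent – OMFP substrate, 400 µM final · Dosing – one test concentration per compound, 20 µM, with 3% DMSO overall · Timing – 50 min enzyme reaction at room temperature, protected from light · Detection – fluorescence intensity · Controls – substrate-only low control, DMSO enzyme-plus-substrate high control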
# Rpn11 block: blocks the human proteasome subunit Rpn11. O00487. calls only at 20 µM. human 26S proteasome, Ub4-pepOG fluorescence polarization; 20S core pre-blocked with epoxomicin. 360,000 compounds, 0.59% hits;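 active = inhibition at 20 µM, scaled to each plate's controls, above about 33%, limit read from the data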
# Target sequence (O00487 whole entry, looked up): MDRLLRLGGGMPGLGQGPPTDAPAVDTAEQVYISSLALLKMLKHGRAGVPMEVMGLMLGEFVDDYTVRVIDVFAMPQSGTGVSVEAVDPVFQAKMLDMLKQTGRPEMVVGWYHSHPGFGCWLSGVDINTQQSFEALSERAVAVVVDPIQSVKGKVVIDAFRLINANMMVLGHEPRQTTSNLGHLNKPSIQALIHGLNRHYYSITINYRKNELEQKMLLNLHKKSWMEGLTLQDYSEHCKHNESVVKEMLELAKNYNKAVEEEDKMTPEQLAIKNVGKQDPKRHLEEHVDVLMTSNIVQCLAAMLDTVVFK
# STEP block: STEP (human) phosphatase inhibition | P54829 | recombinant STEP, OMFP fluorogenic substrate, fluorescence | 360,000 compounds, 0.25% hits | inhibition, % at 20 µM;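 active = inhibition at 20 µM, scaled per plate between control wells, above about 37%, limit read from the data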;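 also: 0% = DMSO with enzyme and substrate and 100% = substrate only without enzyme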
#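 Measure: Control-normalized % inhibition with plate pattern correction | Test system: STEP phosphatase, cell-free reaction | Medium: pH 6.0 Bis-Tris with DTT and Tween 20 | Technique: Fluorescence, 480/540 nm | Times: Reaction 20 min, ambient temperature | Doses: Single compound dose of 20 µM, 1% DMSO final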
# The depositor's hits bear a star; i = inactive; . = no result given; + = active, no number. These rows are one share of the data; rates above refer to the full screens.
SMILES,Neddylation inh,Scp-1 inhibitor,NadD block,CSN deneddyl inh,SUMO1-SIM PPI,Rin1-Abl PPI inh,DNMT1 block,LMPTP block,Rpn11 block,STEP block
CN(C)P(=O)(CCl)Nc1ccccc1 (centres undefined),i,-6,3,5,4,-3,2,-0.9,i,0
Cc1cc(C)c(-n2c(O)c(/C=N/N3CCCCC3c3cccnc3)c(=O)[nH]c2=O)c(C)c1 (centres undefined),i,-4,3,13,1,2,1,-0.6,i,-4
O=C(CNC(=O)OCc1ccccc1)Nc1ccc(Br)cc1C(=O)c1ccccc1,i,-15,-4,7,1,-1,0,1.6,i,3
Clc1cccc(Cl)c1Cl,i,-6,-2,0,2,3,0,-1.8,i,3
CC[C@H]1CN2CC[C@@]3(C(=O)Nc4ccccc43)[C@@H]2C[C@@H]1/C(=C\OC)C(=O)OC,i,-1,1,0,1,3,-4,-1.9,i,-2
CCOc1cc2c(cc1OCC)-n1cccc1C(c1c(O)cccc1OC)NC2 (centres undefined),i,-19,-1,3,-4,-4,0,-1.5,i,0
CCOC(=O)N1CCN(C(C)C(=O)c2c[nH]c3ccccc23)CC1 (centres undefined),i,9,-5,6,0,5,-3,1.0,i,-5
C/C(=N\Nc1ccccc1)c1c(O)[nH]c(=O)[nH]c1=O,i,-11,-1,3,2,0,-1,-1.4,i,-2
Cc1cc(NC(=O)COC(=O)c2c(C)nn(Cc3ccccc3Cl)c2C)no1,i,-3,-5,4,0,-1,-2,-0.5,i,-2
COc1cc2c(cc1OC)C(C(=O)N1CCC3(CC1)OCCO3)C(c1ccccc1F)N(C)C2=O (centres undefined),i,-2,-4,-6,1,0,4,-3.0,i,-4
O=c1[nH]c(=O)n(Cc2ccco2)c(O)c1C=NC1CCN(Cc2ccccc2)CC1,i,-6,-4,5,1,-1,-3,-1.2,i,0
CC(C)CCNC(=O)c1c(N)n(Cc2ccc3c(c2)OCO3)c2nc3ccccc3nc12,.,0,16,4,4,0,-24,6.9,i,-1
CC1(C)C(c2ccccc2)=NC(c2cccnc2)=[N+]1[O-],i,-1,-1,4,-2,-2,-1,-1.0,i,-1
CN1C(=O)N(C)C(=O)C2(Cc3cc([N+](=O)[O-])ccc3N(C)C2)C1=O,i,-5,-4,2,-29,-3,0,1.2,i,1
O=c1cccc2n1CC1CC2CN(C(c2ccccc2)c2sc3ncnn3c2O)C1 (centres undefined),i,-12,-3,0,0,0,3,-1.3,i,-1
C/C(=N\NC(=S)Nc1ccccc1)c1c(O)n(C)c(=O)n(C)c1=O,i,-12,-1,4,7,2,-2,-0.8,i,0
O=Cc1cn(Cc2ccc(Br)cc2)c2ccccc12,i,-25,0,-2,4,0,0,2.8,i,0
COc1cc(/C=C2\C(=O)NC(=O)N(c3ccc(C)cc3)C2=O)cc(OC)c1O,i,-6,7,1,-12,0,-6,-1.5,i,0
CCC1(c2ccccc2)C(=O)NC(=S)NC1=O,i,2,1,8,2,3,4,-2.4,i,-3
CCOc1cccc(CNCCc2c(C)[nH]c3ccc(OC(F)(F)F)cc23)c1O,i,-17,1,-2,-24,4,-11,1.5,i,0
CN(C)C(=O)Oc1ccc(Br)cc1C(=O)Nc1ccc(F)c(Cl)c1,i,-15,4,-5,0,-3,2,-1.3,i,-2
CCOc1ccccc1-n1c(O)c(C=Nc2c(C)n(C)n(-c3ccccc3)c2=O)c(=O)[nH]c1=O,i,0,4,0,-6,1,3,-0.7,i,3
CNC(=O)C[C@H]1CC[C@@H]2NC[C@H](O)COC[C@H]2O1,i,.,.,-1,-1,.,.,-0.3,.,.
CCOc1cc2c(cc1OCC)-n1cccc1C(c1cc(OC)ccc1F)NC2 (centres undefined),i,-13,-5,1,7,1,-2,-3.4,i,-3
CC1=C(C)CC2(C(=O)NC(=S)NC2=O)C(C)C1 (centres undefined),i,0,2,2,1,4,-1,-2.6,i,-2
O=c1[nH]c(O)c(N=Nc2cc(C(F)(F)F)ccc2Cl)c(=O)[nH]1,i,-1,1,0,-14,-1,5,1.4,i,3
CCc1c(C(=O)NN2C(=O)C3C4CCC(O4)C3C2=O)csc1C (centres undefined),i,-10,3,-9,1,-2,1,-3.0,i,3
CCOC(=O)c1cccc(-[n+]2c(-c3ccccc3)cc(-c3ccccc3)cc2-c2ccccc2)c1,i,9,7,2,-15,-1,5,2.9,i,-3
C/C=C/CC#N,i,-6,7,-1,4,-1,-4,-0.8,i,-4
Cc1nc2ccc(Cl)cn2c1P(=S)(N1CCOCC1)N1CCOCC1,i,6,4,0,0,5,-1,-1.5,i,0
Cc1cccc(NC(=O)COC(=O)c2cc(C)n(C3CC3)c2C)c1,i,-8,8,-2,5,2,-18,1.7,i,-1
CCCC(C)C1(CC)C(=O)NC(=O)N=C1N (centres undefined),i,-4,-1,-9,-1,2,1,-2.4,i,-2
CS(=O)(=O)c1ccc(C2=C(CNC(=O)c3ccncc3)[C@H]3CC[C@@H](C2)N3Cc2ccco2)cc1,i,.,0,5,1,2,6,-2.0,i,-2
CN(C)c1ccc(CCN2CCOCC2)cc1,i,-3,2,1,3,-1,1,-0.2,i,-1
COc1ccc(CCn2c(O)c(C=Nc3ccc(F)cc3)c(=O)[nH]c2=O)cc1OC,i,-23,-2,8,-74,-3,-13,-0.2,i,-1
C/C(=N\N1CCCCC1)c1c(O)[nH]c(=O)[nH]c1=O,i,-8,-1,-6,2,-1,-1,-1.4,i,-2
COc1ccc(CCNC(=O)COC(=O)Cc2ccccc2)cc1,i,1,-2,-14,-3,1,6,0.2,i,0
CCOc1ccc(-c2cc(C)[n+](CCN3CCOCC3)c(-c3ccc(OCC)cc3)c2)cc1,.,-7,-6,-5,-13,-5,0,-1.1,i,-2
Cc1ccccc1-n1c(C)cc(/C=C2/C(=O)NC(=O)N(Cc3ccco3)C2=O)c1C,i,-3,16,11,1,0,30,1.9,i,3
CC12CN3CC(C)(CN(C1)C31CCOCC1)C2=O,i,-2,-1,-1,-2,0,0,-1.2,i,2

# A second format for some results above.
# Values in the order – Neddylation inh | Scp-1 inhibitor | NadD block | CSN deneddyl inh | SUMO1-SIM PPI | Rin1-Abl PPI inh | DNMT1 block | LMPTP block | Rpn11 block | STEP block
- Cc1cccc(NC(=O)COC(=O)c2cc(C)n(C3CC3)c2C)c1
→ i | -8 | 8 | -2 | 5 | 2 | -18 | 1.7 | i | -1
- CCCC(C)C1(CC)C(=O)NC(=O)N=C1N (centres undefined)
→ i | -4 | -1 | -9 | -1 | 2 | 1 | -2.4 | i | -2

# Carrying on.
SMILES,Neddylation inh,Scp-1 inhibitor,NadD block,CSN deneddyl inh,SUMO1-SIM PPI,Rin1-Abl PPI inh,DNMT1 block,LMPTP block,Rpn11 block,STEP block
CCn1cc(C(=O)c2ccccc2)c2ccccc21,i,-6,-2,-1,-2,-1,1,-0.4,i,0
CCn1c(P(C)(=O)O)nc2cc(NC(=O)c3ccccc3F)ccc21,i,-3,7,2,4,0,3,-1.0,i,0
O=C(NC1CCCCC1)N1Cc2cc(-c3cccc(F)c3)ccc2-n2nncc2C1,i,.,0,145*,7,0,11,1.1,i,2
CS(=O)(=O)c1ccc(C2=C(CNC(=O)c3cccs3)[C@H]3CC[C@@H](C2)N3Cc2ccccc2)cc1,i,.,1,6,0,-5,-1,-1.2,i,0
Cc1[nH]c2ccccc2c1/C=N/O,i,-3,5,1,0,-5,1,-0.8,i,0
Cc1noc(C)c1C(=O)N1CCC2(CC1)OCCO2,i,-6,-5,6,4,1,-3,-0.4,i,-3
COc1ccc(-n2c(/C=C/c3ccc(O)cc3)nc3ccccc3c2=O)cc1,i,-2,8,6,-19,-3,-1,3.0,+,-2
O=C(N/N=C/c1c(O)n(C2CC2)c(=S)[nH]c1=O)c1ccccc1Cl,i,-14,0,2,2,0,-1,-0.7,i,-1
Cc1ccc2c(c1)C1CN(C)CCC1N2C(=O)CCCN1C(=O)c2cccc3cccc(c23)C1=O (centres undefined),i,-8,-2,-2,-25,-6,-3,6.2,i,1
CCC(=NCc1ccco1)c1c(O)n(C)c(=O)n(C)c1=O,i,-8,-2,2,-1,0,2,-2.3,i,2
CN(C(=O)Cc1ccc(Cl)c(Cl)c1)C(CN1CCCC1)c1cccc(OCC(=O)O)c1 (centres undefined),i,-9,4,2,8,-1,-1,-1.7,i,-3
Cc1[nH]c2ccccc2c1C1=CCNCC1,i,-2,-8,2,-2,1,-17,3.2,i,1
C[N+]12CCC(CC1)C(=C(c1ccccc1)c1ccccc1)C2,i,94*,11,-6,-3,2,5,-0.4,i,-3
Cc1ccc(S(=O)(=O)NCC2CCC(C(=O)N3CCC4(CC3)OCCO4)CC2)cc1 (centres undefined),i,-5,-3,0,-2,-1,3,-0.4,i,-5
CC(=O)c1c(C)n(CC2CCCO2)c2ccc(O)cc12 (centres undefined),i,-1,2,-4,3,4,1,0.4,i,0
CN(Cc1cccc(-c2ccncc2)c1)C(=O)Oc1ccc([N+](=O)[O-])cc1,i,.,-4,-2,-20,.,.,1.5,.,.
COc1ccc(N=Nc2c(O)[nH]c(=S)[nH]c2=O)cc1,i,-9,-4,58*,-55,-20,-1,11,.,7
CC(C)(O)C1C2OC(=O)C1C1(O)CC3OC34C(=O)OC2C14C (centres undefined),i,-9,6,-2,6,-1,0,-1.0,i,-3
CC(NCc1ccc(Cl)c(Cl)c1)C(O)c1ccccc1 (centres undefined),i,-2,-12,3,2,1,1,-1.3,i,-1
Cc1[nH]c2ccccc2c1CN1CCCCC1,i,-10,-1,5,-7,2,-3,-0.2,i,1

# 3 entries out of the list, sorted by formula weight, largest number first.
SMILES,Neddylation inh,Scp-1 inhibitor,NadD block,CSN deneddyl inh,SUMO1-SIM PPI,Rin1-Abl PPI inh,DNMT1 block,LMPTP block,Rpn11 block,STEP block
CN(Cc1cccc(-c2ccncc2)c1)C(=O)Oc1ccc([N+](=O)[O-])cc1,i,.,-4,-2,-20,.,.,1.5,.,.
C[N+]12CCC(CC1)C(=C(c1ccccc1)c1ccccc1)C2,i,94*,11,-6,-3,2,5,-0.4,i,-3
Cc1[nH]c2ccccc2c1C1=CCNCC1,i,-2,-8,2,-2,1,-17,3.2,i,1

# Carrying on:
SMILES,Neddylation inh,Scp-1 inhibitor,NadD block,CSN deneddyl inh,SUMO1-SIM PPI,Rin1-Abl PPI inh,DNMT1 block,LMPTP block,Rpn11 block,STEP block
O=C1NC(=O)C2(CCN(S(=O)(=O)c3ccccc3)CC2)C(=O)N1,i,6,1,0,4,3,1,2.2,i,-1
C=Cn1ccnc1P(=S)(c1nccn1C=C)C1CCCCC1,i,1,1,0,1,1,-1,-0.6,i,-2
Oc1ccccc1-[n+]1c(-c2ccccc2)cc(-c2ccccc2)cc1-c1ccccc1,i,10,8,4,-13,-2,5,10.0,i,1
COC(=O)C1=C(c2ccc(F)cc2OCc2ccccc2)C[C@@H]2CC[C@H]1N2C(=O)NCc1ccc(C(C)(C)C)cc1,i,-18,6,2,6,-2,-1,6.8,i,2

# Compound activity: PubChem BioAssay, several laboratories
